Compound activity deposited in PubChem BioAssay by Southern Research Specialized Biocontainment Screening Center.
Salmonella PhoP GFP: PhoP regulon inhibitors, Salmonella typhi PhoP promoter GFP reporter, confirmatory (AID 1850) | inhibition, % at 50 µM, or IC50 in µM where a hit was titrated | Salmonella Typhi PhoP-promoter GFP reporter, fluorescence, 4 h; higher % means a stronger effect | 310,000 compounds, 0.33% hits; in the data active = a potency from the dose series; inconclusive = inhibition mostly from about 25% at the one dose, without a potency; inactive = the rest, 99 in 100 with inhibition below about 19%;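 also: 0% = induced wells with vehicle and 100% = uninduced wells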
tuberculosis growth: growth inhibition of non-replicating M. tuberculosis (AID 488890) | Mycobacterium tuberculosis non-replicating, growth inhibition; higher % means a stronger effect | inhibition, % at 25 µM; hits with a dose series show IC50 in µM | 320,000 compounds, 0.39% hits; in the data active = a potency from the dose series; inconclusive = inhibition mostly from about 82% at the one dose, without a potency; inactive = the rest, 99 in 100 with inhibition below about 76%;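 also: plate controls were DMSO cells for no effect and high antibiotic wells for full effect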
VEEV TC-83 Vero: inhibitors of VEEV TC-83 cytopathic effect, confirmation, Vero cells (AID 588727); Vero cells, VEEV TC-83 cytopathic effect inhibition; higher % means a stronger effect; inhibition, % at 20 µM, or IC50 in µM where a hit was titrated; 350,000 compounds, 0.13% hits; in the data active = a potency from the dose series; inconclusive = inhibition mostly from about 14% at the one dose, without a potency; inactive = the rest, 99 in 100 with inhibition below about 12%; also: strong numbers were not always called active
influenza NS1A: H1N1 influenza NS1A inhibitors, functional cell based assay (AID 504329); NS1A functional cell-based assay, percent inhibition; higher % means a stronger effect; one-dose inhibition, % at 12.5 µM; IC50 in µM for titrated hits; 340,000 compounds, 0.3% hits; in the data active = a potency from the dose series; inconclusive = inhibition above about 27% without an active follow-up result; also: strong numbers were not always called active
H37Rv inhibition: M. tuberculosis growth inhibition, HTS (AID 449762); inhibition, % at 25 µM; hits with a dose series show IC50 in µM; M. tuberculosis H37Rv growth inhibition, 7H9 media; higher % means a stronger effect; 330,000 compounds, 0.59% hits; in the data active = a potency from the dose series; inconclusive = inhibition above about 70% without an active follow-up result;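 also: bacterial growth assessed after seven days of incubation; strong numbers were not always called active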
* = called active by the depositor; i = inactive; ? = inconclusive; / = not tested or not shown.

SMILES | Salmonella PhoP GFP | tuberculosis growth | VEEV TC-83 Vero | influenza NS1A | H37Rv inhibition
CCOC1=C/C(=C/c2c(N)n3oc(C)cc3nc2=O)C=CC1=O | 3.0% | 1.6% | / | / | 7.4%
Cc1ccc(OCCNC(=O)c2cccc(S(=O)(=O)N3CCN(C)CC3)c2)cc1 | / | -3.8% | i | 2.4% | -3.8%
CN(C)CC1CCCCC1OC(=O)c1ccc(Br)cc1 (stereo not given) | 1.3% | 1.7% | 1.3% | -14.7% | 9.8%
CCc1cc2ccc(C)c(C)c2nc1SCC(=O)NNC(=O)c1ccco1 | 13.7% | 5.5% | 2.2% | -1.6% | -2.7%
O=C(c1cc(Cl)nc2ccccc12)N(Cc1nnc(-c2ccc(Cl)cc2)o1)C1CC1 | 1.4% | 66.6% | 8.6% | -0.8% | 12.8%
COc1ccc(-n2nnc3c(SC(C(C)=O)C(=O)N(C)C)ncnc32)cc1 (stereo not given) | 6.2% | 38.5% | 1.9% | -5.6% | 11.9%
Cc1cc(N2CCOCC2)nc(NCc2ccccc2)n1 | 9.6% | / | 2.0% | 3.1% | 2.2%
O=S(=O)(c1ccccc1)N(CC(O)CN1CCOCC1)c1ccccc1 (stereo not given) | 0.1% | -4.3% | i | 0.7% | 3.2%
COc1ccc(OC)c(NC(=O)C2CCN(S(=O)(=O)c3cccs3)CC2)c1 | -10.9% | 0.9% | 0.6% | -0.4% | -8.3%
Cc1ccccc1-n1nnnc1SCC(N)=O | 2.7% | -6.2% | i | -10.3% | -2.1%
CC(=O)c1ccc(NC(=O)Nc2ccc(S(=O)(=O)N3CCCC3)cc2)cc1 | 11.8% | 13.0% | 7.3% | 24.0% | 1.6%
O=C(NCCc1ccncc1)Nc1ccc(F)cc1 | 4.0% | -14.3% | i | -17.8% | -5.1%
C=CCc1ccc(OCCOCCOc2ccc(C)cc2[N+](=O)[O-])c(OC)c1 | 4.3% | ? | i | 6.7% | 4.6%
CCOC(=O)CSC1=C(C#N)C(c2ccc(OC)cc2)C2=C(CC(C)(C)CC2=O)N1 (stereo not given) | -8.9% | 46.2% | i | 11.9% | 15.6%
O=C(CSc1nnnn1-c1ccc(Cl)cc1)NNC(=O)c1ccc([N+](=O)[O-])cc1 | 16.0% | -31.0% | 0.6% | -6.6% | -3.3%
O=C(Nc1ccccc1)Nc1ccc(Br)cc1F | -11.8% | -2.7% | 2.7% | 4.4% | 1.7%
CCSc1ccc([C@@H]2[C@@H]3C(=O)N(CC)C(=O)[C@@H]3[C@]3(C(=O)OC)CCCN23)cc1 | 0.6% | -15.4% | i | 10.7% | 0.5%
O=C(COC(=O)c1ccncc1)c1ccc(Br)cc1 | 9.6% | 43.9% | 1.8% | -11.4% | 5.2%
CCC(C)(C)NC(=O)CN(C(=O)CCC(=O)Nc1cc(C)ccn1)c1ccc2c(c1)OCCO2 | -1.0% | 3.1% | 5.0% | 3.2% | 3.4%
COC(=O)c1cc(OC)c(OC)cc1NC(=S)Nc1cc(Cl)ccc1OC | -2.9% | 60.3% | 1.1% | 0.3% | 15.2%

Some of these compounds in order of molecular weight, highest first.
SMILES | Salmonella PhoP GFP | tuberculosis growth | VEEV TC-83 Vero | influenza NS1A | H37Rv inhibition
COC(=O)c1cc(OC)c(OC)cc1NC(=S)Nc1cc(Cl)ccc1OC | -2.9% | 60.3% | 1.1% | 0.3% | 15.2%
CC(=O)c1ccc(NC(=O)Nc2ccc(S(=O)(=O)N3CCCC3)cc2)cc1 | 11.8% | 13.0% | 7.3% | 24.0% | 1.6%
COc1ccc(-n2nnc3c(SC(C(C)=O)C(=O)N(C)C)ncnc32)cc1 (stereo not given) | 6.2% | 38.5% | 1.9% | -5.6% | 11.9%

Next structures follow.
SMILES | Salmonella PhoP GFP | tuberculosis growth | VEEV TC-83 Vero | influenza NS1A | H37Rv inhibition
CC1(C(=O)NCC2CC2)C=CC2(CCCCC2)N1C(=O)c1ccccc1 (stereo not given) | 5.2% | 0.6% | i | -2.0% | -3.2%
CC(=O)Nc1ccc(/C(C)=N/NC(=O)CN(c2ccccc2Br)S(C)(=O)=O)cc1 | -4.0% | 18.1% | 1.9% | -4.8% | -8.6%
Cc1ccc(NC(=O)CN(C)C(=O)COC(=O)c2oc3ccccc3c2C)cc1 | / | 28.6% | 4.2% | -7.3% | -12.2%
CC(C)(C)OC(=O)N1CCC(NC(=O)c2ncn(Cc3ccccc3)c2C(=O)NC2CCN(C(=O)OC(C)(C)C)CC2)CC1 | / | -3.5% | 0.3% | 0.9% | 2.5%
COc1cccc(CNC(=O)C2CCC(CNc3nc(=S)[nH]c4ccccc34)CC2)c1 (stereo not given) | 1.2% | -1.4% | 0.6% | -1.5% | -1.2%
CN(Cc1ccccn1)Cc1cn(Cc2ccccc2)nc1-c1ccc2c(c1)OCO2 | -10.6% | 25.8% | 9.0% | 10.7% | ?
O=C(Nc1ccc(C(=O)N2CCCC2)cc1)c1ccccc1F | 1.1% | / | 0.6% | -2.1% | /
COc1ccc(C(=O)NC(=S)Nc2ccc(NC(=O)c3ccco3)cc2)cc1[N+](=O)[O-] | -7.3% | -26.3% | i | 1.9% | 6.5%
Cc1cc(C(=O)Cn2cnc3cc([N+](=O)[O-])ccc3c2=O)c(C)n1CC1CCCO1 (stereo not given) | -8.6% | 2.9% | 3.2% | -6.2% | -9.8%
CC1CCC(NC(=O)C2CC(=O)N(c3ccc(Cl)cc3)C2)CC1 (stereo not given) | -14.5% | 14.7% | 6.8% | -7.8% | 3.2%
COc1ccc(OCc2cccc(C(=O)N3CCCC3)c2)cc1 | -12.8% | 0.0% | i | -2.0% | 2.2%
O=C(NCC(=O)N(Cc1ccccc1)C(C(=O)NC1CCCCC1)c1ccco1)c1ccco1 (stereo not given) | 1.7% | 32.9% | 9.0% | 5.5% | 0.7%
O=C(Nc1cccc2ccccc12)c1onc2c1CCCC2 | -4.3% | 22.1% | 5.6% | 17.3% | 5.1%
CCOc1ccc(NC(=O)CC(C)S(=O)(=O)c2ccc3c(c2)NC(=O)CO3)cc1 (stereo not given) | 4.3% | 18.1% | 0.9% | -7.1% | -3.2%
COc1ccc(N(CC(=O)NCCSc2ccccn2)S(C)(=O)=O)cc1Cl | 3.7% | 7.0% | 1.4% | 9.4% | -11.5%
CC(=O)c1cccc(NC(=O)c2ccco2)c1 | -1.0% | -3.1% | 1.8% | 0.4% | 6.5%
CCOC(=O)c1c(C)[nH]c(C(=O)N2CCN(c3ccc(OC)cc3)CC2)c1C | 6.3% | 3.8% | 0.5% | 3.6% | 53.5%
COc1ccc(NC(=O)c2cccc(N3C(=O)C4C5C=CC(C5)C4C3=O)c2)cc1 (stereo not given) | -5.5% | 0.3% | 3.0% | -11.3% | -12.7%
CC(NC(=O)CNC(=O)c1ccco1)c1ccc(S(N)(=O)=O)cc1 (stereo not given) | -0.4% | -8.8% | 0.9% | -6.4% | -2.4%
CC1CC(C)C(=NNC(N)=O)C(C(O)CC2CCC(=O)NC2=O)C1 (stereo not given) | / | / | 24.5% | -9.1% | /
Cc1sc(NC(=O)c2ccccc2F)c(CN2CCCCC2)c1C | -0.6% | 4.2% | i | -1.7% | 8.0%
Cc1nn(C)c(C)c1/C=C/C(=O)c1cccs1 | -6.9% | 3.4% | 5.6% | 3.6% | -15.4%
O=C(CSc1nnc(CNC(=O)c2cccs2)o1)Nc1ccc(Br)cc1 | 9.8% | 4.0% | 1.0% | -5.5% | 3.1%
CCOc1ccccc1NC(=O)CNC(=O)N1CC(=O)Nc2ccccc21 | -4.0% | -0.6% | 2.4% | 0.7% | 39.7%
Cc1c(C)c2ccc(OC(C)C(=O)N3CC[C@@]4(O)CCCC[C@H]4C3)cc2oc1=O (stereo not given in full) | -2.4% | 24.2% | 1.9% | -5.6% | -0.6%
Cc1ccsc1C1Nc2ccccc2-c2nc3ccccc3n21 (stereo not given) | -2.9% | -6.6% | 0.7% | -7.7% | 4.7%
N/C(=N\OC(=O)Nc1cccc(C(F)(F)F)c1)c1ccno1 | 9.9% | -10.9% | 0.1% | / | -0.4%
CN(C)C(CNC(=O)CN1C(=O)NC2(CCCC2)C1=O)c1ccccc1 (stereo not given) | / | -22.6% | 1.4% | -1.5% | -1.5%
CC1CCC(NC(=O)c2cc3ccccc3cc2O)CC1 (stereo not given) | / | 38.1% | 2.0% | -12.7% | -1.7%
O=C(O)/C=C\c1cccc(-n2cnnn2)c1 | -7.1% | -3.5% | 0.8% | 17.0% | -5.5%
COc1ccc(OC)c(NC(=O)CNC(=O)c2cccs2)c1 | 10.5% | 5.8% | 3.4% | -0.6% | -1.2%
O=C1C2ON(c3ccccc3)C(c3ccccc3F)C2C(=O)N1c1ccccc1 (stereo not given) | 6.2% | -3.0% | 4.3% | 5.3% | -11.1%
Cc1ccc(C(=O)N2CCN(C)CC2)cc1[N+](=O)[O-] | 4.6% | -4.8% | 0.1% | -4.1% | -5.0%
O=[N+]([O-])c1c2ccccc2cc2ccccc12 | / | 14.4% | 1.5% | 10.1% | 9.7%
Cn1c(=O)c(=O)n(C)c2cc([N+](=O)[O-])c([N+](=O)[O-])cc21 | 16.4% | 24.1% | 9.5% | -1.2% | -6.8%
CCOC(=O)Cc1csc(NC(=O)CSc2nnc(-c3ccc(OC)cc3)n2C)n1 | -0.4% | -18.5% | 2.3% | -2.5% | -6.3%
Cc1nnc(SC(C)C(=O)Nc2ccc(Cl)cn2)n1Cc1ccccc1 (stereo not given) | -0.4% | 4.4% | 0.6% | 1.1% | -4.9%
COC(=O)c1cc(OC)c(OC)cc1NC(=S)Nc1cccc(Cl)c1 | -9.0% | -17.1% | 8.6% | -5.4% | -4.2%
O=C(COC(=O)COc1ccccc1[N+](=O)[O-])NCc1ccc2c(c1)OCO2 | / | 0.3% | 1.6% | -0.2% | 1.2%
Cc1ccc(C)c(S(=O)(=O)N2CCCC2CNC(=O)C(=O)NC2CCCC2)c1 (stereo not given) | -0.4% | 10.0% | 1.9% | -3.1% | -7.3%
CN(CC(=O)Nc1ccc(F)c(F)c1F)C(=O)c1ccc(-n2cncn2)cc1 | / | 9.8% | 3.2% | -22.1% | -1.6%
COc1cc2c(cc1OC)C(Cc1ccccc1[N+](=O)[O-])=NCC2 | / | / | 10.3% | 8.8% | /
COC(=O)c1cc(NC(=O)c2cccnc2)ccc1N1CCOCC1 | 2.8% | -2.2% | 0.9% | -0.3% | 0.1%
O=S(=O)(Nc1cccnc1Cl)c1ccc(F)cc1 | -26.0% | 2.2% | 0.5% | 8.8% | 0.5%

Taken from the results shown for reference:
SMILES | Salmonella PhoP GFP | tuberculosis growth | VEEV TC-83 Vero | influenza NS1A | H37Rv inhibition
CN(C)C(CNC(=O)CN1C(=O)NC2(CCCC2)C1=O)c1ccccc1 (stereo not given) | / | -22.6% | 1.4% | -1.5% | -1.5%
CC1CCC(NC(=O)c2cc3ccccc3cc2O)CC1 (stereo not given) | / | 38.1% | 2.0% | -12.7% | -1.7%
O=C(O)/C=C\c1cccc(-n2cnnn2)c1 | -7.1% | -3.5% | 0.8% | 17.0% | -5.5%
COc1ccc(OC)c(NC(=O)CNC(=O)c2cccs2)c1 | 10.5% | 5.8% | 3.4% | -0.6% | -1.2%
O=C1C2ON(c3ccccc3)C(c3ccccc3F)C2C(=O)N1c1ccccc1 (stereo not given) | 6.2% | -3.0% | 4.3% | 5.3% | -11.1%
Cc1ccc(C(=O)N2CCN(C)CC2)cc1[N+](=O)[O-] | 4.6% | -4.8% | 0.1% | -4.1% | -5.0%
O=[N+]([O-])c1c2ccccc2cc2ccccc12 | / | 14.4% | 1.5% | 10.1% | 9.7%
Cn1c(=O)c(=O)n(C)c2cc([N+](=O)[O-])c([N+](=O)[O-])cc21 | 16.4% | 24.1% | 9.5% | -1.2% | -6.8%
CCOC(=O)Cc1csc(NC(=O)CSc2nnc(-c3ccc(OC)cc3)n2C)n1 | -0.4% | -18.5% | 2.3% | -2.5% | -6.3%
Cc1nnc(SC(C)C(=O)Nc2ccc(Cl)cn2)n1Cc1ccccc1 (stereo not given) | -0.4% | 4.4% | 0.6% | 1.1% | -4.9%
COC(=O)c1cc(OC)c(OC)cc1NC(=S)Nc1cccc(Cl)c1 | -9.0% | -17.1% | 8.6% | -5.4% | -4.2%
O=C(COC(=O)COc1ccccc1[N+](=O)[O-])NCc1ccc2c(c1)OCO2 | / | 0.3% | 1.6% | -0.2% | 1.2%
Cc1ccc(C)c(S(=O)(=O)N2CCCC2CNC(=O)C(=O)NC2CCCC2)c1 (stereo not given) | -0.4% | 10.0% | 1.9% | -3.1% | -7.3%
CN(CC(=O)Nc1ccc(F)c(F)c1F)C(=O)c1ccc(-n2cncn2)cc1 | / | 9.8% | 3.2% | -22.1% | -1.6%

An unsorted share of the library; 1.4% or so of the library scored in one or more.
